AmpC detergent: inhibitors of E. coli AmpC beta-lactamase with detergent. P00811. AmpC hydrolysis of nitrocefin, absorbance 480 nm, 0.01% Triton. Potency, µM (doses to about 114 µM), inactives show at the highest dose activity change, negative = inhibition, most hits filed as inhibitors. 0.041% of 370,000 active. AID 485294;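 note: potency is the fitted concentration of half-maximal effect; 0% = no-compound wells and -100% = no-enzyme wells; nearly all actives have a fitted effect of over 25% in size; some results filed as inactive show a strong effect at the top dose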
Target sequence (P00811 whole entry, looked up): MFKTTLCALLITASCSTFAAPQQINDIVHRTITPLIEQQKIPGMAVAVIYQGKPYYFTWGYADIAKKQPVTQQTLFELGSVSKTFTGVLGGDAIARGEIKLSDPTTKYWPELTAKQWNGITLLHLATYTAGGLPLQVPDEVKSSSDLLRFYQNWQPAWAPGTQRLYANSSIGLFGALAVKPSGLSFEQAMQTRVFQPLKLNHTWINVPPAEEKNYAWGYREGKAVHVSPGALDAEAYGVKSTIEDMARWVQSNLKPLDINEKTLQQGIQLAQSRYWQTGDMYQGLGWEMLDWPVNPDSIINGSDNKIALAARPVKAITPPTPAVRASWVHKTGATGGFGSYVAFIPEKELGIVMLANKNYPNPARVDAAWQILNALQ
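AmpC (5.3 nM in the dispensed reagent) in 20 mM phosphate pH 7.0 with 0.01% (detergent screen) or 0.0001% Triton X-100 was preincubated with compounds for 15 min at room temperature. Nitrocefin was then added from an 800 uM solution, and hydrolysis was followed at 480 nm.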
TbPYK inhibitor: T. brucei pyruvate kinase inhibition; Q57TT1; TbPYK enzyme, Kinase-Glo Plus ATP luminescence, 45 min; Potency, µM (highest dose often 76.8 µM), for the others: top-dose activity, negative = inhibition, hits mostly inhibitors; 0.12% of 410,000 active; note: potency is the fitted concentration of half-maximal effect; nearly all actives have a fitted effect of over 50% in size
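Luminescence from Kinase-Glo Plus, added after a 45-minute room-temperature reaction, served as the end-point read-out. The enzyme and substrate were preincubated with compound before ADP (130 uM final) initiated turnover. Concentration-effect curves came from normalized qHTS data.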
HCV inh: inhibitors of hepatitis C virus infection; Huh7.5.1 HCVcc-Cre infection, luciferase reporter, 44 h; Potency, µM (highest dose often 41.8 µM), for inactives: top-dose activity change, negative = inhibition, hits mostly inhibitors; 3.4% of 340,000 active; AID 651820; note: potency is the fitted concentration of half-maximal effect
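A cell-based infection assay in which seeded cells (1,000 per well) receive test compound after 4 h, are inoculated with HCVcc-Cre at approximately 0.5 moi, and are incubated 44 h before luminescence detection.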
HCMV antiviral: inhibitors of human cytomegalovirus; AID 1259415; 4.5% of 410,000 active; activity change, negative = inhibition, % at 57.5 µM; HFF cells, HCMV-luciferase reporter, 72 h; hits give low values; in the data active = activity change below about -60%; inconclusive = no clear call, values can overlap the other calls; inactive = above about -39%
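Two-dose cell screen: HFF monolayers treated with compounds and infected with luciferase-expressing HCMV at 1 PFU/cell, 72 h at 37C, then lysed for luciferase measurement.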
AmpC inh no detg: blocks E. coli AmpC beta-lactamase in detergent-free assay | P00811 | AmpC nitrocefin hydrolysis, absorbance 480 nm, 0.0001% Triton | Potency, µM (top dose mostly 57.1 µM), for inactives: top-dose activity change, negative = inhibition, most hits filed as inhibitors | 0.52% of 330,000 active;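 note: potency is the fitted concentration of half-maximal effect; plate controls were no compound for no effect and no enzyme for full effect; nearly all actives have a fitted effect of over 20% in size; some results filed as inactive show a strong effect at the top dose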
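AmpC (5.3 nM in the dispensed reagent) in 20 mM phosphate pH 7.0 with 0.01% (detergent screen) or 0.0001% Triton X-100 was preincubated with compounds for 15 min at room temperature. Nitrocefin was then added from an 800 uM solution, and hydrolysis was followed at 480 nm.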
LmPK inh: blocks Leishmania mexicana pyruvate kinase activity; 0.37% of 290,000 active; Q27686; purified LmPK, Kinase-Glo ATP luminescence, 1 h; Potency, µM (series often up to 57.5 µM), without a hit: at the highest dose activity change, negative = inhibition, usual class: inhibitors; note: potency is the fitted concentration of half-maximal effect
Target sequence (Q27686 whole entry, looked up): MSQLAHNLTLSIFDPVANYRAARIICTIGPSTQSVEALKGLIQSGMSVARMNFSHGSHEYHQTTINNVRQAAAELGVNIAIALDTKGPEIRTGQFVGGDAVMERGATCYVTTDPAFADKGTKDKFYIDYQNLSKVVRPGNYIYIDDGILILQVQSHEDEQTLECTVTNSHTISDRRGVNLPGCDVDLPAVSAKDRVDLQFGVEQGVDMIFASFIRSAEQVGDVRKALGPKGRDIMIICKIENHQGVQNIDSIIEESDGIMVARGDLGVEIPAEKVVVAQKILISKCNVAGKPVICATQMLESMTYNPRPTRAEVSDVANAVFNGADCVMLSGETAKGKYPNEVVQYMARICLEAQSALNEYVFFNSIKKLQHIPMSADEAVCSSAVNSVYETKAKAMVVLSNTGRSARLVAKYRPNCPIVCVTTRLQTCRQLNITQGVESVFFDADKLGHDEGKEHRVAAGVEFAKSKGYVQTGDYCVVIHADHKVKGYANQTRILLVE
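Kinase-Glo luminescence read after 1 h RT reaction of 0.1 nM LmPK with 0.5 mM PEP and 0.1 mM ADP. Activity scaled between uninhibited and enzyme-free controls.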
AMA1 RON2 block: disrupts binding of P. falciparum AMA1 to RON2. AlphaScreen AMA1-biotinylated RON2 peptide binding. Potency, µM (titrated, usually from 58.2 µM), for inactives: at the highest dose activity change, negative = inhibition, usual class: inhibitors. 0.2% of 360,000 active;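 note: potency is the fitted concentration of half-maximal effect; 0% = vehicle wells and -100% = peptide control; nearly all actives have a fitted effect of over 45% in size; some results filed as inactive show a strong effect at the top dose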
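AMA1 (3D7) with his tag at 25 nM final met compounds first, then biotinylated RON2 peptide at 25 nM; detection used donor plus acceptor beads, 10 µg/mL apiece, read by AlphaScreen after 30 min at room temperature.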
Active calls of the source: *; ? = inconclusive; / = no result given; [ ] = remark or other dose. Unless noted, calls come from the whole dose curve; as a rule, active = well fitted curve in the direction sought with a large enough effect; inconclusive = small, poorly fitted or top-dose-only effect, or another doubt; inactive = no such curve, though single readings can be large; an effect the other way counts as inactive or inconclusive. Unless noted, % is set by controls: 0 for no effect and ±100 for the full control effect.

entry | SMILES | AmpC detergent | TbPYK inhibitor | HCV inh | HCMV antiviral | AmpC inh no detg | LmPK inh | AMA1 RON2 block
1 | COc1cccc(NS(=O)(=O)c2ccc(-n3cccn3)cc2)c1 | -6% | 0% | 2% | ? | ? | -5% | -2%
2 | COc1ccc(C(=O)Nc2cc(-c3ccccc3)nn2-c2ccccc2F)cc1 | -4% | 6% | ? | -8 | -18% | / | 43%[activator]
3 | CCOc1nc(-c2ccccc2)ccc1-c1noc(-c2cccnc2)n1 | / | -4% | -4% | -19 | / | / | 2%
4 | NC(=O)C1CCN(C(=O)c2ccc(Cl)c(NC(=O)c3cccs3)c2)CC1 | / | -4% | / | 19 | / | / | -12%
5 | Cc1cc(C)c(SSc2nnnn2-c2ccccc2)c(C)c1 | / | 3.5µM* | / | -5 | / | / | -7%
6 | O=C(Cn1c2ncccc2c(=O)n1-c1ccccc1)Nc1ccc(F)c(F)c1 | 5% | 4% | / | -9 | / | / | /
7 | CC(NC(=O)COC(=O)CNC(=O)C1CCCCC1)c1ccccc1 (stereo not drawn) | 2% | 2% | 3% | 0 | -10% | / | 23%
8 | CN(C(=O)C1CCC(=O)N(CCCN2CCCC2=O)C1)C(C1CC1)C1CC1 (stereo not drawn) | -17% | 3% | 1% | ? | -3% | 6% | -6%
9 | CC(C)CC(=O)N1CCN(C(=O)c2cccc(F)c2)CC1 | -15% | -4% | 19% | 28 | -2% | 0% | -2%
10 | CCCCN(C)CCC(=O)Nc1ccc2c(c1)CCC2 | -7% | -2% | 1% | -20 | -20% | -2% | 3%
11 | CC1CCN(CCNC(=O)C2CCN(S(=O)(=O)c3cccc4nsnc34)CC2)CC1 | -1% | 5% | 8% | -16 | 1% | -1% | 13%
12 | Cc1cc(C(=O)NCC(c2ccco2)N(C)C)no1 (stereo not drawn) | 3% | 0% | 5% | -27 | -5% | 0% | 21%
13 | CCCCc1ccc(NC(=O)N[C@H](C(=O)O)C(C)CC)cc1 (stereo partly drawn) | ? | -6% | 14% | -24 | -20% | -4% | 3%
14 | COc1ccc(OC)c(C2CC(=O)OC3=C2C(=O)CC(C)(C)C3)c1 (stereo not drawn) | 2% | 4% | 11% | 33 | -17% | -2% | -3%
15 | CCSc1nnc(NC(=O)[C@@H](NC(=O)c2ccc(C(C)(C)C)cc2)C(C)C)s1 | -2% | 1% | 20% | -24 | -31% | 1% | 1%[11.6 µM]
16 | Cc1noc(NS(=O)(=O)c2ccc(N/C=C\C(=O)c3ccc(Br)cc3)cc2)c1C | 3% | 3% | 17% | 65 | -27% | 11% | -5%
17 | C#CCOCCOCCOCCNc1nc(N2CCN(C(=O)Cn3cc(CCO)nn3)CC2)nc(N2CCN(C(=O)[C@H](Cc3ccc(O)cc3)n3cc(CCO)nn3)CC2)n1 | / | -3% | 1% | 1 | / | / | 0%
18 | CC(OC(=O)CCN1C(=O)C2CC=CCC2C1=O)C(=O)Nc1cccc(C#N)c1 (stereo not drawn) | ? | 0% | -25% | -33 | 27% | / | 9%
19 | COCCCN(C(=O)CSc1nc2ccccc2c(=O)n1C)c1c(N)n(Cc2ccccc2)c(=O)[nH]c1=O | / | 2% | -20% | -8 | / | / | -6%
20 | COC(=O)c1ccc2c(=O)n(CC3CCCO3)c(SCC(=O)NCCc3ccc(S(N)(=O)=O)cc3)nc2c1 (stereo not drawn) | 5% | 1% | -20% | -31 | -5% | 5% | 6%
21 | Nc1nc2c(ncn2COCCO)c(=O)[nH]1 | -2% | -3% | 2%[8.37 µM] | -31 | -24% | 9% | -2%
22 | O=C(NCCC(NS(=O)(=O)OCC(Cl)(Cl)Cl)c1ccccc1)C(F)(F)F (stereo not drawn) | -14% | -4% | 17% | 28 | -22% | 0% | -4%
23 | O=C(COc1cc([N+](=O)[O-])cc2cccnc12)NCCC1=CCCCC1 | -12% | -6% | -15% | ? | -3% | -8% | 0%
24 | COc1ccc2c(CN3CC=C(c4ccccc4)CC3)cc(=O)oc2c1 | 5% | ? | -7% | -34 | -20% | -1% | -20%
25 | Cc1noc(C)c1C(=O)N1CCN(S(=O)(=O)c2ccc(F)cc2)CC1 | 0% | -3% | -3% | ? | -37% | 1% | -16%
26 | CON(C)S(=O)(=O)c1ccc2c(c1)NC(=O)C1CCCN21 (stereo not drawn) | -4% | -17% | 8.9µM* | 3 | -13% | 2% | -1%
27 | COc1ccc(CCNC(=O)CCS(=O)(=O)c2cc(Br)cc3c2N(C(C)=O)CC3)cc1OC | ? | 0% | / | -1 | / | / | /
28 | COc1ccc(CCNC(=O)C2CC(=O)N(C3CCCCCCC3)C2)cc1OC (stereo not drawn) | -14% | -20% | 23% | 61 | 26% | -2% | 1%
29 | CCN(C(=O)COC(=O)c1cc2c(s1)CCC(C)C2)c1c(N)n(Cc2ccccc2)c(=O)[nH]c1=O (stereo not drawn) | / | -10% | ? | 9 | / | / | 24%
30 | CC(C)OP(=O)(OC(C)C)C(O)c1ccccc1F (stereo not drawn) | -5% | -6% | 21% | 27 | -8% | -2% | 17%
31 | COc1cccc(C(=O)Nc2cccc3ccccc23)c1 | -8% | 4% | 19% | 2 | -18% | 0% | 4%
32 | Cc1ccc(-c2cc(C(=O)Nc3cc(C(=O)O)ccc3C)c3ccccc3n2)cc1 | 2% | 2% | ? | 0 | -18% | 8% | 10%
33 | O=C(COc1coc(CN2CCN(c3cccc(Cl)c3)CC2)cc1=O)NC1CCCC1 | 0% | -1% | ? | -36 | 101%[activator] | / | 1%
34 | COc1ccc(OC)c(/C=N/NC(=O)c2ccc(=O)[nH]n2)c1 | 0% | 6% | 9% | -32 | 9% | 6% | 15%
35 | Fc1cccc(CSc2nc(NCCc3ccccc3)c3ccccc3n2)c1 | -3% | 3% | / | 35 | / | / | /
36 | CCCCCCC(=O)Nc1ccc(Cl)cn1 | -1% | -4% | 8% | -15 | / | 4% | 22%
37 | C[C@H](CO)N1C[C@H](C)[C@@H](CN(C)Cc2ccncc2)Oc2c(NC(=O)CCC(F)(F)F)cccc2C1=O | / | -5% | 14% | 47 | 105%[activator] | / | 11%
38 | O=c1cc(-c2ccccc2)n2c(SCc3c(F)cccc3Cl)nnc2[nH]1 | -1% | -6% | / | -12 | / | / | /
39 | Cc1ccnc(NC(=O)C2CC(=O)N(c3ccc4c(c3)OCCO4)C2)c1 (stereo not drawn) | -5% | 3% | 2% | 79 | -5% | -13% | -6%
40 | C=CCNC(=O)C1CCN(c2ccc(S(=O)(=O)N3CCOCC3)cc2Cl)CC1 | 0% | 3% | -3% | 22 | 8% | 7% | 3%
41 | COC(=O)c1ccccc1NC(=S)NC(=O)COc1ccccc1Cl | 3% | 1% | -12% | 1 | -6% | -1% | 22%
42 | CCOC(=O)C1CCN(c2cc3c(cc2NC(=O)c2ccccc2F)n(C)c(=O)n3C)CC1 | 2% | -4% | 11µM* | 0 | 0% | 2% | 0%
43 | Cc1cc(C)cc(N(CC(=O)NCc2ccco2)S(=O)(=O)c2ccccc2)c1 | -8% | 6% | 8% | -16 | 0% | 2% | -8%
44 | O=C(Nc1ccc(F)cc1)OC1CN2CCC1CC2 (stereo not drawn) | -13% | 0% | 3% | 59 | -9% | 0% | -8%
45 | CN1CCC(OC(=O)COc2ccccc2)CC1 | -15% | -13% | 13% | -2 | 14% | -7% | -3%
46 | Cc1ccc([C@@H]2[C@@H]3C(=O)N(C)C(=O)[C@@H]3[C@]3(Cc4ccccc4)C(=O)N(Cc4ccccc4)CC(=O)N23)o1 | ? | -3% | 4% | 13 | 21% | 7% | -7%
47 | CNS(=O)(=O)c1cccc(C(=O)OCC(=O)c2ccc[nH]2)c1 | ? | -4% | -5% | 4 | -19% | / | -8%
48 | COCC1CCCCN1C(=O)c1cccc(OC2CCN(S(C)(=O)=O)CC2)c1 (stereo not drawn) | -4% | 6% | 9% | 16 | 31% | 0% | 29%
49 | Cc1cccc(N/C(N)=N/c2nc(C)cc(C)n2)c1 | -3% | 7% | ? | 29 | -35% | -15% | -4%
50 | CCOC(=O)NC(Nc1cc(C)ccn1)(C(F)(F)F)C(F)(F)F | ? | -7% | 3% | 15 | -7% | -1% | -2%
51 | O=C(CSc1nnc(NC(=O)c2ccccc2Cl)s1)Nc1ccc2c(c1)oc1ccccc12 | ? | / | 9% | 187 | ? | -4% | /
52 | CCCNC(=O)Nc1nccs1 | 2% | -5% | -1% | ? | -31% | 4% | -8%
53 | CN(C(=O)CS(=O)(=O)c1cn(CC(=O)N2CCCC2)c2ccccc12)c1ccccc1 | / | 2% | 17% | 16 | / | / | 0%
54 | c1ccc(N2CCOCCOCCOCCOCCOCC2)cc1 | 1% | 1% | -2% | -2 | -1% | -9% | -17%
55 | COc1ccc(-n2c(C)cc(C(=O)CCl)c2C)cc1 | 1% | -2% | ? | -90* | -9% | -7% | -18%
56 | Cc1ccc2c(c1)c1c(c(=O)n(-c3ccccc3C)c(=O)n1CC(=O)NCc1ccccc1)n2C | ? | -3% | / | ? | / | / | /
57 | COc1ccc(NC(=O)c2cccc(OC(F)F)c2)cc1Cl | 4% | -13% | ? | 55 | -30% | -5% | 11%
58 | CCCCNC(=O)COC(=O)c1ccc(Cl)c(S(=O)(=O)N2CCCC2)c1 | 5% | -3% | 34%[activator] | -25 | 7% | 6% | 30%
59 | O=C(c1ccco1)N1CCCN(Cc2cn[nH]c2-c2ccc(-c3ccccc3)cc2)CC1 | -8% | 3% | -5% | -1 | 106%[activator] | -2% | -8%
60 | O=C1OC[C@H]2CCCN2C(=O)[C@@H](CC(=O)N(CCO)Cc2ccccc2)C/C=C\C[C@@H]1Cc1ccc(F)cc1 | / | -4% | -6% | -4 | 206%[activator] | / | -3%

Entries of single compounds as entered above. Order of values: AmpC detergent, TbPYK inhibitor, HCV inh, HCMV antiviral, AmpC inh no detg, LmPK inh, AMA1 RON2 block
CNS(=O)(=O)c1cccc(C(=O)OCC(=O)c2ccc[nH]2)c1 as listed: ?, -4%, -5%, 4, -19%, /, -8%
c1ccc(N2CCOCCOCCOCCOCCOCC2)cc1 as listed: 1%, 1%, -2%, -2, -1%, -9%, -17%
Cc1ccc([C@@H]2[C@@H]3C(=O)N(C)C(=O)[C@@H]3[C@]3(Cc4ccccc4)C(=O)N(Cc4ccccc4)CC(=O)N23)o1 as listed: ?, -3%, 4%, 13, 21%, 7%, -7%
CCOC(=O)NC(Nc1cc(C)ccn1)(C(F)(F)F)C(F)(F)F as listed: ?, -7%, 3%, 15, -7%, -1%, -2%
O=C1OC[C@H]2CCCN2C(=O)[C@@H](CC(=O)N(CCO)Cc2ccccc2)C/C=C\C[C@@H]1Cc1ccc(F)cc1 as listed: /, -4%, -6%, -4, 206%[activator], /, -3%

Assay outcomes (PubChem BioAssay)
